EZH2 inh: EZH2/PRC2 methyltransferase inhibitors, primary screen, biochemical, DELFIA time-resolved fluorescence, single point; Histone-lysine N-methyltransferase EZH2 (Homo sapiens), Q15910; PRC2 H3K27 methylation, DELFIA TRF, 1 h; inhibition, % at 12.5 µM; hit rate 0.35% among 57,000; AID 651548, 2012;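 active = mean inhibition of replicates at least 50% and every single replicate also reaching 50%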;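 also: dimethyl H3K27 on biotinylated H3 21-44 peptide detected by antibody; plate controls were median neutral control wells for no effect and median positive control wells for full effect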
IDH1 mut inh: inhibitors of IDH1 R132H reductase, primary screen, biochemical, plate reader, single point; Isocitrate dehydrogenase [NADP] cytoplasmic (Homo sapiens), O75874; diaphorase/resazurin fluorescence, 60 min; inhibition, % at 10 µM; hit rate 0.18% among 70,000; AID 624101, 2012; in the data active = inhibition above about 34%;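 also: 0% = DMSO and 100% = no enzyme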
Target sequence (O75874 whole entry R132H): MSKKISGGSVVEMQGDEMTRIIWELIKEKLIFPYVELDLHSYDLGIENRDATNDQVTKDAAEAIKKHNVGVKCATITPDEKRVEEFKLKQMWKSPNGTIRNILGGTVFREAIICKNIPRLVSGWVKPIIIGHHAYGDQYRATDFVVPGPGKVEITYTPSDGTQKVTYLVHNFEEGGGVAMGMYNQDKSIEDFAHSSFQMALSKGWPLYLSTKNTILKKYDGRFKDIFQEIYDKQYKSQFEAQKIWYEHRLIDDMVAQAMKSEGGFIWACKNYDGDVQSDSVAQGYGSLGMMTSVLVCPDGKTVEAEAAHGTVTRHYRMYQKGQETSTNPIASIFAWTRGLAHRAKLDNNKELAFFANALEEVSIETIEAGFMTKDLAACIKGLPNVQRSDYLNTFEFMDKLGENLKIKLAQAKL
Numbers without * were called inactive; / = no result given.

Results follow in this order: EZH2 inh	IDH1 mut inh
CCCC#Cc1cnc2c(c1)C(=O)N([C@@H](C)CO)C[C@@H](C)[C@H](CN(C)C(=O)c1ccccc1)O2
  -12	0.5
C[C@H](CO)N1C[C@H](C)[C@@H](CN(C)C(=O)Nc2ccccc2)Oc2c(NS(C)(=O)=O)cccc2C1=O
  7	/
CC(C)NC(=O)N(C)C[C@@H]1Oc2ccc(NC(=O)NC3CCCCC3)cc2CC(=O)N([C@H](C)CO)C[C@H]1C
  /	-0.3
C[C@@H]1CN([C@@H](C)CO)C(=O)Cc2cc(N(C)C)ccc2O[C@@H]1CN(C)S(=O)(=O)c1cn(C)cn1
  9	-1.2
CO[C@@H]1CN(C)C(=O)c2ccc(NC(=O)Nc3ccc(Cl)cc3)cc2OC[C@H](C)NC[C@@H]1C
  0	0.4
COc1cccc(C#Cc2cnc3c(c2)C(=O)N([C@H](C)CO)C[C@@H](C)[C@H](CN(C)C(=O)C2CCOCC2)O3)c1
  -32	/
Cc1noc(C)c1NC(=O)N(C)C[C@H]1Oc2ccc(NC(=O)NC(C)C)cc2C(=O)N([C@H](C)CO)C[C@H]1C
  /	1.8
CCC1(C)Cc2c(sc3nc(SC)nc(SCC(=O)OC)c23)CO1 (stereo unspecified)
  16	0.3
CCS(=O)(=O)NCC[C@H]1CC[C@H](NC(=O)C2CCOCC2)[C@@H](CO)O1
  14	0.1
Cc1noc(C)c1NC(=O)N(C)C[C@H]1Oc2c(NC(=O)Nc3ccc(C(F)(F)F)cc3)cccc2C(=O)N([C@H](C)CO)C[C@@H]1C
  /	1.4
Cc1ccc2c(c1)c1c(n2CC(O)CN2CCOCC2)C(=O)CCC1 (stereo unspecified)
  1	-0.4
CO[C@H]1CN(C)C(=O)c2cc(NC(=O)Nc3ccccc3Cl)ccc2OC[C@H](C)NC[C@@H]1C
  -2	0.2
Cc1ccc(S(=O)(=O)Nc2ccc3c(c2)C(=O)N([C@H](C)CO)C[C@@H](C)[C@@H](CN(C)C(=O)c2ccccc2)OCCCC[C@H](C)O3)cc1
  /	-7.8
O=C(c1cc(C2CC2)[nH]n1)n1ccnc1
  1	0.7
Cc1ccc(S(=O)(=O)N(C)C[C@@H]2OCCCC[C@H](C)Oc3ccc(NC(=O)CCC(F)(F)F)cc3C(=O)N([C@H](C)CO)C[C@H]2C)cc1
  /	-0.6
CCC(=O)N1C[C@H](C)[C@H](OC)CN(C)C(=O)c2cc(NC(=O)C3CCCCC3)ccc2OC[C@@H]1C
  1	-0.1
CCCc1cn(CC[C@@H]2CC[C@H](NC(=O)C3CCC3)[C@@H](CO)O2)nn1
  1	0.2
COc1cccc(S(=O)(=O)Nc2ccc3c(c2)[C@@H]2C[C@H](CC(=O)NCCc4ccccc4)O[C@@H](CO)[C@@H]2O3)c1
  -14	-3.6
O=C1O[C@@H](c2ccccc2)[C@@H](c2ccccc2)N2[C@@H](c3ccccc3OCCO)[C@]3(C(=O)Nc4ccc(C#CC5=CCCCC5)cc43)[C@@H](C(=O)N3CCCCCCC3)[C@H]12
  -10	/
O=C(C[C@H]1C=C[C@H](NC(=O)C2CCC2)[C@@H](CO)O1)Nc1nccs1
  -4	-0.2

Among those listed so far, 2 contain a Cl atom.
Results follow in this order: EZH2 inh	IDH1 mut inh
CO[C@@H]1CN(C)C(=O)c2ccc(NC(=O)Nc3ccc(Cl)cc3)cc2OC[C@H](C)NC[C@@H]1C
  0	0.4
CO[C@H]1CN(C)C(=O)c2cc(NC(=O)Nc3ccccc3Cl)ccc2OC[C@H](C)NC[C@@H]1C
  -2	0.2

Following part:
Results follow in this order: EZH2 inh	IDH1 mut inh
CCOc1ccc(Cl)cc1S(=O)(=O)n1cnc2cc(C)c(C)cc21
  12	-0.7
O=C(C[C@@H]1C[C@H]2c3cc(NC(=O)NC4CCCC4)ccc3O[C@H]2[C@H](CO)O1)NCc1ccncc1
  -2	1.6
C[C@H](CO)N1C[C@H](C)[C@H](CN(C)C(=O)CC2CC2)Oc2cc(-c3ccncc3)ccc2S1(=O)=O
  0	-0.4
COCC(=O)Nc1ccc2c(c1)[C@@H]1C[C@H](CC(=O)NC3CCCCC3)O[C@@H](CO)[C@@H]1O2
  5	-0.5
COc1ccc(-c2cnc3c(c2)C(=O)N([C@@H](C)CO)C[C@H](C)[C@H](CN(C)C(=O)Cc2cccnc2)O3)cc1
  -10	-1.6
C[C@@H]1CN([C@@H](C)CO)C(=O)c2cccc(NC(=O)Nc3ccc4c(c3)OCO4)c2O[C@H]1CN(C)Cc1ccc(Cl)c(Cl)c1
  /	0.4
O=C(Nc1cccc(Cl)c1)N[C@@H]1CC[C@H](CCNC(=O)C2CCCCC2)O[C@H]1CO
  0	-0.3
Cc1ccc(OCC(=O)Nc2cccc(-c3nc4cc(Cl)ccc4o3)c2C)cc1C
  -9	-0.1
C[C@@H]1CCCCO[C@@H](CN(C)C(=O)Cc2ccccc2)[C@H](C)CN([C@H](C)CO)C(=O)c2cc(NS(C)(=O)=O)ccc2O1
  0	-0.6
C/C=C/c1ccc([C@H]2[C@@H](CO)N(S(=O)(=O)c3cccc(F)c3)[C@H]2C#N)cc1
  /	0.3
COC(=O)c1ccc(NC(=O)CSc2nnc(-c3ccc(Br)cc3)o2)cc1
  -10	0.2
C[C@@H]1CN([C@H](C)CO)C(=O)c2cccc(N(C)C)c2O[C@@H]1CN(C)Cc1ccc(C(=O)O)cc1
  2	1.8
CN(C)Cc1cn(CC[C@H]2CC[C@H](NS(=O)(=O)c3ccccc3)[C@@H](CO)O2)nn1
  -5	-0.2
Cc1noc(C)c1NC(=O)Nc1ccc2c(c1)C(=O)N([C@H](C)CO)C[C@@H](C)[C@H](CN(C)Cc1ccc3c(c1)OCO3)OCCCC[C@@H](C)O2
  /	0.5
C[C@@H]1CN([C@H](C)CO)C(=O)c2cccc(NS(C)(=O)=O)c2O[C@@H]1CN(C)Cc1ccc(C(=O)Nc2ccccc2N)cc1
  1	/
CC(=O)N(C)C[C@H]1Oc2cc(C#C[C@@H](C)O)ccc2S(=O)(=O)N([C@@H](C)CO)C[C@@H]1C
  -4	1.1
CO[C@H]1CN(C)C(=O)c2cc(NS(=O)(=O)c3ccccc3C)ccc2OC[C@@H](C)N(C)C[C@@H]1C
  3	0.1
C[C@H]1CN([C@@H](C)CO)C(=O)c2cccc(NC(=O)c3ccncc3)c2O[C@@H]1CN(C)Cc1ccc(C(=O)Nc2ccccc2N)cc1
  10	0.0
NS(=O)(=O)c1ccc(NC(=O)CN2CCN(Cc3ccccc3)CC2)cc1
  -7	0.4
C[C@@H]1CN([C@@H](C)CO)C(=O)Cc2cc(NC(=O)Cn3cnnn3)ccc2O[C@@H]1CN(C)C
  10	2.1

Grouped by structure: the entries above with an aryl thioether with sulfur outside any ring (2)
Results follow in this order: EZH2 inh	IDH1 mut inh
CCC1(C)Cc2c(sc3nc(SC)nc(SCC(=O)OC)c23)CO1 (stereo unspecified)
  16	0.3
COC(=O)c1ccc(NC(=O)CSc2nnc(-c3ccc(Br)cc3)o2)cc1
  -10	0.2

(next part)
Results follow in this order: EZH2 inh	IDH1 mut inh
CCCNC(=O)N1C[C@@H](C)[C@@H](OC)CN(C)C(=O)c2ccc(NC(C)=O)cc2OC[C@@H]1C
  -2	0.1
CS(=O)(=O)N(CC(=O)Nc1cc(Cl)ccc1Cl)c1ccc(I)cc1
  /	0.4
COc1ccc(CN(C)C[C@@H]2OCCCC[C@@H](C)Oc3ccc(NC(=O)CCC(F)(F)F)cc3C(=O)N([C@@H](C)CO)C[C@H]2C)cc1
  /	0.5
O=C(C[C@@H]1CC[C@H](NC(=O)Nc2ccc(F)cc2)[C@@H](CO)O1)NCCN1CCCC1
  15	-0.2
O=S(=O)(N[C@@H]1CC[C@@H](CCn2cc(-c3ccccc3F)nn2)O[C@@H]1CO)c1ccc(Cl)cc1
  0	-0.3
COc1ccc(NC(=O)c2oc3ccccc3c2NC(=O)Cc2coc3cc(C)cc(C)c23)cc1
  -29	0.0
CCCNC(=O)C[C@@H]1C[C@@H]2c3cc(NC(=O)c4cccnc4)ccc3O[C@@H]2[C@H](CO)O1
  0	-0.5
C/C=C/c1ccc2c(c1)O[C@H](CN(C)C(=O)NC(C)C)[C@@H](C)CN([C@@H](C)CO)S2(=O)=O
  1	0.1
CC(C)NC(=O)N(C)C[C@@H]1Oc2c(NC(=O)c3ccncc3)cccc2C(=O)N([C@H](C)CO)C[C@H]1C
  /	2.3
C[C@H](CO)N1C[C@H](C)[C@@H](CN(C)S(=O)(=O)c2ccc(Cl)cc2)Oc2c(NC(=O)c3nc4ccccc4s3)cccc2C1=O
  /	0.0
CC(=O)N(C)C[C@H]1Oc2ncc(-c3ccc(C#N)cc3)cc2C(=O)N([C@@H](C)CO)C[C@@H]1C
  1	0.1
Cc1ccc(S(=O)(=O)NCCSc2nncn2C)cc1
  -7	-0.1
C[C@H]1CN([C@@H](C)CO)C(=O)c2cccc(NC(=O)CCCCCC(=O)Nc3ccccc3N)c2O[C@@H]1CN(C)CC1CC1
  -7	0.1
C[C@@H]1CN([C@@H](C)CO)C(=O)Cc2cc(NS(=O)(=O)c3cccs3)ccc2O[C@@H]1CN(C)C(=O)Nc1ccc(F)cc1
  /	1.7
COc1cc(C2NC(=S)NC(c3ccccc3)=C2C(=O)c2ccccc2)cc(I)c1OCCO (stereo unspecified)
  -16	2.8
O=C(NCc1nc2ccccc2[nH]1)C1=C[C@@H](c2coc3ccccc3c2=O)C[C@@H](OCc2ccc(CO)cc2)O1
  4	/
O=C(Nc1ccccc1)Nc1ccc2c(c1)[C@@H]1C[C@@H](CC(=O)N3CCCCC3)O[C@H](CO)[C@@H]1O2
  -2	-0.1
CN1CCN(C(=O)C[C@@H]2C=C[C@H](NC(=O)c3ccc4c(c3)OCO4)[C@@H](CO)O2)CC1
  -12	-0.1
C[C@@H](NC(=O)C[C@H]1C=C[C@@H](NS(=O)(=O)c2cccc(F)c2)[C@@H](CO)O1)c1ccccc1
  1	-0.2
C[C@H](CO)N1C[C@H](C)[C@H](CN(C)C(=O)Nc2ccccc2)Oc2ccc(NC(=O)Nc3ccc(C(F)(F)F)cc3)cc2CC1=O
  /	-1.2

Single records, as listed above. Values in the order: EZH2 inh	IDH1 mut inh
Listed for `CCCNC(=O)N1C[C@@H](C)[C@@H](OC)CN(C)C(=O)c2ccc(NC(C)=O)cc2OC[C@@H]1C` = -2	0.1
Listed for `Cc1ccc(S(=O)(=O)NCCSc2nncn2C)cc1` = -7	-0.1

(further entries)
Results follow in this order: EZH2 inh	IDH1 mut inh
O=C(NCc1cccnc1)C(=O)Nc1ccccc1F
  2	-0.1
COCC(=O)N(C)C[C@H]1Oc2ncc(C#CC3(O)CCCC3)cc2C(=O)N([C@H](C)CO)C[C@H]1C
  -3	-0.1
Cc1ccc(-c2nc3cc(Cl)cc(Cl)c3o2)cc1NC(=O)COc1ccccc1
  10	-0.2
Cc1noc(C)c1NC(=O)N[C@H]1C=C[C@H](CC(=O)Nc2ccc(-c3ccccc3)cc2)O[C@H]1CO
  -16	0.0
C[C@@H]1CN([C@H](C)CO)C(=O)c2c(c3ccccc3n2C)-c2ccccc2CO[C@H]1CN(C)C(=O)[C@@H]1CCCN1C
  -5	/
CSc1ccccc1NC(=O)CN(Cc1ccccc1)S(C)(=O)=O
  -2	1.3
O=C(C[C@@H]1C[C@@H]2c3cc(NC(=O)c4ccc5c(c4)OCO5)ccc3O[C@@H]2[C@H](CO)O1)NC1CCCC1
  2	-0.4
C[C@H]1CN([C@@H](C)CO)C(=O)Cc2cc(NC(=O)NC3CCCCC3)ccc2O[C@H]1CN(C)S(=O)(=O)c1ccc(Cl)cc1
  -10	2.0
O=C(C[C@@H]1C[C@H]2c3cc(NC(=O)c4ccc5c(c4)OCO5)ccc3O[C@H]2[C@H](CO)O1)NCc1cc(F)ccc1F
  -5	2.1
COc1ccc(S(=O)(=O)Nc2ccc3c(c2)CC(=O)N([C@@H](C)CO)C[C@@H](C)[C@H](CN(C)Cc2ccc(-c4ccccc4)cc2)O3)cc1
  /	0.6
CNC[C@@H]1Oc2ccc(NC(=O)c3ccncc3)cc2C(=O)N([C@@H](C)CO)C[C@@H]1C
  13	0.7
CCC(=O)Nc1ccc2c(c1)OC[C@@H](C)N(C(=O)c1cnccn1)C[C@H](C)[C@@H](OC)CN(C)C2=O
  4	-0.3
COc1c2c(cc3occ(-c4ccc5c(c4)OCO5)c(=O)c13)OC(C)(C)C=C2
  -4	-0.1
CC(C)NC(=O)N(C)C[C@@H]1Oc2c(NC(=O)C3CCOCC3)cccc2C(=O)N([C@@H](C)CO)C[C@H]1C
  /	-2.1
CO[C@H]1CN(C)C(=O)c2cc(NC(=O)NC3CCCCC3)ccc2OC[C@@H](C)NC[C@@H]1C
  19	0.0
CC(C)CC#Cc1cnc2c(c1)C(=O)N([C@@H](C)CO)C[C@H](C)[C@@H](CN(C)C(=O)Cc1cccnc1)O2
  /	-0.1
COc1ccc(NC(=O)Nc2ccc3c(c2)[C@H]2C[C@H](CC(=O)NC4CCCC4)O[C@H](CO)[C@H]2O3)cc1
  7	1.6
O=C(O)CNS(=O)(=O)c1ccc(C(=O)Nc2ccccc2)cc1
  -4	0.0
C[C@@H]1CN([C@@H](C)CO)C(=O)c2cc(Br)cnc2O[C@H]1CN(C)S(=O)(=O)c1ccccc1
  8	-3.5
O=C(O)CCCCCCC(=O)N/N=C/c1ccc(O)cc1Br
  6	0.1

Screening data: PubChem, Broad Institute

This is a subset. The share of hits here may be higher or lower than overall.
